Screening results from PubChem.
Rac1 wt GTP bind – alters GTP binding to wildtype human Rac1. 190,000 tested, 0.27% active. AID 757. GST-Rac1 beads, fluorescent GTP binding, flow cytometry; actives lie on both sides; 0 = cold GTP competed, 100 = untreated. P63000. GTP binding activity (% of control), % at 10 µM;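 active means GTP binding activity at least 20 points away from the 100% control level, either lower or higher; inconclusive means compound flagged as likely green fluorescent, judged across all proteins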
Mcl1 Bid PPI – Mcl-1/Bid interaction inhibition; Q07820; TR-FRET Mcl-1/Bid-Dy647 peptide binding, 1536-well; inhibition, % at 21.7 µM; 220,000 tested, 0.97% active; AID 1021;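 active means compounds that cut the binding signal by more than half at the single screening dose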;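 further: His-tagged Mcl-1 with europium anti-His antibody binding Bid BH3 peptide; 0% = Mcl-1 plus peptide wells and 100% = peptide-only wells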
Target sequence (Q07820 whole entry, looked up): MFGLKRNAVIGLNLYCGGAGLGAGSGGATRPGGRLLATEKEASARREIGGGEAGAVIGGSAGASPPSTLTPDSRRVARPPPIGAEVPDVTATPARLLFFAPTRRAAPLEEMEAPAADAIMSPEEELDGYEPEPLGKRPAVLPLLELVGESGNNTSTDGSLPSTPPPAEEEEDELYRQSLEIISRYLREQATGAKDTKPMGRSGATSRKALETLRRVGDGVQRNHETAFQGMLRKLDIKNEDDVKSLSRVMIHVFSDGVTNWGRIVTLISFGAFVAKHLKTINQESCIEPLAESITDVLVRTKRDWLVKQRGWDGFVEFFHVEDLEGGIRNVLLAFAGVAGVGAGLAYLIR
RGS8-Gao reg – regulators of human RGS8-Galphao interaction. AID 1423. 220,000 tested, 0.34% active. multiplexed bead flow cytometry, RGS8-Galphao binding; actives lie on both sides. response (percent of control binding), % at 10 µM; in the data active means response below about 60% or above about 140%; inactive means in between;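 further: Galphao activated as the GDP aluminium fluoride complex binding bead-coupled RGS8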
Target sequence (P09471 whole entry, looked up): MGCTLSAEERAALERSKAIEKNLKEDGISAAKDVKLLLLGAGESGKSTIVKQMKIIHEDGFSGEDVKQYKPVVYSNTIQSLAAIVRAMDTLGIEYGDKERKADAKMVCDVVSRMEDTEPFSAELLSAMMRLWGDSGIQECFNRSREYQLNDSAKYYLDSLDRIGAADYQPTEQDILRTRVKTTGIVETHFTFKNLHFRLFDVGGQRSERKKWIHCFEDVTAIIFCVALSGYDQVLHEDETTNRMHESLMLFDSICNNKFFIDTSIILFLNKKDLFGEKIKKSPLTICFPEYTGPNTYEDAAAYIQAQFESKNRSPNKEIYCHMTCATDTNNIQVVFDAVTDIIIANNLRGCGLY
Rac1 mut GTP – modulators of GTP binding to human Rac1 activated mutant | P63000 | 190,000 tested, 0.11% active | percent activity (GTP binding), % at 10 µM | AID 764 | GST-Rac1 activated beads, fluorescent GTP binding, flow cytometry; actives lie on both sides; 100% means binding = to untreated wells;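 active means GTP binding at least 20 percentage points away from the 100% baseline, in either direction, so actives lie on both sides; inconclusive means Compound likely fluorescent itself, or too few beads counted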
Pf gametocyte – inhibitors of late stage P. falciparum gametocyte viability | P. falciparum stage V gametocytes, ATP luminescence, 24 h | inhibition, % at 10.9 µM | 150,000 tested, 0.065% active;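 active means inhibition above the mean plus 3 SD of compounds within the control limits, set per campaign, cut at about 38% in these data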;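 further: 0% = DMSO wells and 100% = medium only without gametocytes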
Cdc42 wt GTP – human Cdc42 wildtype GTP binding change, either direction; P60953; GST-Cdc42 beads, Bodipy-GTP binding, flow cytometry; actives lie on both sides; percent activity (GTP binding), % at 10 µM; 190,000 tested, 0.2% active;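 active means percent activity GTP binding at least 20 points away from the 100% baseline, either down as inhibitor or up as activator; inconclusive means compound flagged as likely green fluorescent from well-wide comparison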;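 further: median bead fluorescence of bound Bodipy-FL-GTP at 100 nM; 0% = excess unlabeled GTP control and 100% = no compound control; below 100% means less GTP binding so inhibitor and above means activator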
Mcl-1 Bim block – inhibitors of Bim-Mcl-1 interaction, human | Q07820 | Bead-based flow cytometry, Bim peptide-Mcl-1 binding | inhibition, % at 10 µM | 190,000 tested, 0.1% active; in the data active means inhibition above about 40%;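 further: 0% = no compound tracer wells and 100% = peptide blocker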
HRas wt GTP bind – modulators of GTP binding to human HRas wildtype | P01112 | 190,000 tested, 0.14% active | GST-Ras wt beads, Bodipy-FL-GTP binding, flow cytometry; actives lie on both sides | GTP binding activity, % at 10 µM;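 active means GTP binding activity at least 20% away from the 100% baseline, either lowered as inhibitor or raised as activator; inconclusive means flagged as likely green fluorescent, judged across all proteins in the well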;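 further: 0% = unlabeled GTP competition control and 100% = no-compound control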
Target sequence (P01112 whole entry, looked up): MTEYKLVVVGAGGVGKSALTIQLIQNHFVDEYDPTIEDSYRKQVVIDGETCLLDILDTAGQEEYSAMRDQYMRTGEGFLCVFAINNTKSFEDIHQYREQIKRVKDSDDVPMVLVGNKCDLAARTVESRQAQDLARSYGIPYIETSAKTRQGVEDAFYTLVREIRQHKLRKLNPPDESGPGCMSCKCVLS
Mcl1 Noxa PPI – disrupts binding of human Mcl-1 to Noxa peptide. Q07820. TR-FRET Mcl-1/Noxa peptide binding, 2 h. inhibition, % at 21.7 µM. 220,000 tested, 1.5% active;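 active means compounds that cut the protein-peptide binding signal by more than 50% relative to plate controls in a single-dose test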;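 further: His-tagged Mcl-1 with rhodamine Noxa BH3 peptide and terbium anti-His antibody; 0% = Mcl-1 plus Noxa peptide wells and 100% = peptide-only wells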
Rab7 wt GTP bind – dog Rab7 wildtype GTP binding, inhibitors and activators. GST-Rab7 beads, fluorescent GTP binding, flow cytometry; actives lie on both sides; untreated = 100%, excess cold GTP = 0%. GTP binding activity (percent of control), % at 10 µM. 190,000 tested, 0.055% active. AID 758;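 active means fluorescent GTP binding to Rab7 beads changed by at least 20 points from the 100% baseline, either direction, mostly lower; inconclusive means compound itself probably fluorescent, or too few beads counted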;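 further: median green fluorescence of bound Bodipy-FL-GTP per Rab7 bead population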
Rab2 wt GTP – changes GTP binding to wildtype dog Rab2A, up or down | P61105 | GST-Rab2 wt beads, Bodipy-GTP binding, flow cytometry | GTP binding activity, % at 10 µM | 190,000 tested, 0.19% active;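 active means GTP binding activity at least 20 points away from 100%, either lowered or raised; inconclusive means signal likely due to the compound's own green fluorescence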;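 further: 0% = beads with excess unlabeled GTP and 100% = no-compound control corrected for plate trend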
Starred values were filed as active, the others as inactive; ? = inconclusive; . = not tested or not shown; [ ] = dose if it differs, or a comment.

Results follow in this order: Rac1 wt GTP bind, Mcl1 Bid PPI, RGS8-Gao reg, Rac1 mut GTP, Pf gametocyte, Cdc42 wt GTP, Mcl-1 Bim block, HRas wt GTP bind, Mcl1 Noxa PPI, Rab7 wt GTP bind, Rab2 wt GTP
CCN(CC)c1ccc(NC(=O)COC(=O)COc2ccccc2[N+](=O)[O-])cc1
  102, -70, 101, 97, 4, 100, -26, 99, 50, 101, 96
CCc1nnc(NC(=O)c2cc(S(=O)(=O)N3CCOCC3)ccc2N2CCCCC2)s1
  ?, -10, 393*[activator], ?, ., ?, -4, ?, 36, ?, ?
Cc1ccc(C)n1N1C(=O)/C(=C\c2ccc(Cl)cc2)SC1=S
  92, -22, 100, 91, ., 92, -2, 95, -14, 96, 92
CCc1sc(N2C(=O)C3C4CCC(C4=C(C)C)C3C2=O)nc1-c1ccccc1 (stereo not given)
  ?, 5, 103, ?, ., ?, -1, ?, 19, ?, ?
COc1ccc(-n2ncc3c(NCCCN4CCOCC4)ncnc32)cc1
  98, -1, 96, 99, ., 101, 0, 100, 5, 100, 100
CC(C)OCCCNC(=O)c1cc2c(s1)CS(=O)(=O)C2
  106, -17, 93, 102, -2, 107, -3, 106, 11, 100, 106
COc1ccc(NC(=O)C(NC(=O)c2ccc(=O)[nH]c2)c2ccccc2)cc1 (stereo not given)
  104, -3, 104, 102, 5, 103, -2, 102, 14, 98, 103
CC(Oc1ccc(Cl)cc1Cl)C(=O)NC1CCSC1=O (stereo not given)
  103, 1, 99, 98, ., 100, -2, 100, -9, 99, 98
CC1(C)C2CCC1(C)C(NC1=NCCC1)C2 (stereo not given)
  106, -2, 99, 103, ., 108, -4, 107, 12, 101, 106
COc1ccc(Cn2c(C)cc3c(c2=O)C(c2cccs2)C(C#N)=C(N)O3)cc1OC (stereo not given)
  94, 0, 94, 96, -20, 91, 5, 94, 9, 96, 95
NC(=O)C1(N2CCCCC2)CCN(C(=S)Nc2ccccc2)CC1
  104, -83, 96, 99, -33, 100, -2, 99, 10, 102, 100
c1ccc(Cn2c(CNc3nc4ccccc4n3CCN3CCOCC3)nc3ccccc32)cc1
  102, -42, 103, 96, -19, 102, -2, 103, 11, 103, 101
COc1cc(OC)cc(-c2nnc(SCC(=O)N3CCCC3)o2)c1
  101, -17, 100, 98, -1, 100, 0, 101, 5, 97, 99
CN(C(=O)COC(=O)c1ccc(Cl)cc1N)C1CCS(=O)(=O)C1 (stereo not given)
  100, -14, 82, 97, ., 99, -2, 98, 2, 94, 97
COc1ccc(/C=N/NC(=O)c2ccncc2)cc1CN1CCCc2ccccc21
  97, -44, 103, 95, -3, 97, 0, 95, 30, 96, 95
NC(=O)c1ccsc1NC(=O)COC(=O)C1CCCN1C(=O)c1cccs1 (stereo not given)
  101, -9, 100, 98, ., 103, -2, 101, -21, 100, 102
N#Cc1c(C(F)(F)F)cc(-c2ccc(Cl)cc2)nc1SCC(=O)O
  91, -10, 111, 85, -2, 87, 0, 90, 6, 92, 87
Cc1cccc(-c2noc(CN(C)S(=O)(=O)c3cc(Cl)ccc3Cl)n2)c1
  93, -31, 92, 92, ., 95, 4, 96, 32, 96, 95
N/C(=N\OC(=O)c1cc(Br)ccc1Cl)c1ccccn1
  99, -6, 103, 94, ., 96, -2, 95, 5, 95, 93
CCSc1nc2c(c(=O)[nH]1)C(c1cccs1)C(C(=O)OC)=C(C)N2 (stereo not given)
  103, 2, 99, 100, ., 102, -2, 99, -18, 97, 100
O=C(CC12CC3CC(CC(C3)C1)C2)NC(=S)N1CCCCC1
  99, -5, 94, 97, 11, 98, -1, 97, 28, 100, 99
CC(=O)Nc1ccc(N2N=C(C)C(N=Nc3ccccc3)C2=O)cc1 (stereo not given)
  101, 17, 104, 99, ., 101, -6, 97, 30, 98, 97
O=C(c1ccccc1)c1nccc2ccccc12
  104, -6, 105, 100, 12, 99, -3, 102, 28, 95, 101
O=C(NCC1CCCO1)c1ccc(N2CCCCC2)nc1 (stereo not given)
  103, -32, 94, 102, 17, 104, 4, 100, -9, 101, 102
O=C(Nc1ccc(N2CCOCC2)cc1)C1CCCN(S(=O)(=O)c2cccc(C(F)(F)F)c2)C1 (stereo not given)
  104, -38, 100, 98, 21, 97, -1, 103, -14, 105, 100
COc1cccc(/C=N/Nc2ncnc(N)c2[N+](=O)[O-])c1OC
  115, -2, 102, 100, ., 105, -5, 105, 11, 105, 104
Cc1ccc(C(=O)c2c(NC(=O)c3cccnc3)sc3c2CCCC3)cc1
  92, -4, 102, 94, 3, 94, -3, 95, ., 97, 94
C/C=C1\C(OC2OC(CO)C(O)C(O)C2O)OC=C(C(=O)OC)C1CC(=O)OCC1C(C)C(OC(=O)CC2C(C(=O)OC)=COC(OC3OC(CO)C(O)C(O)C3O)/C2=C\C)CC1C(CO)CO (stereo not given)
  96, -14, 103, 95, ., 96, -3, 96, 7, 104, 97
Cc1cccc(-n2ncc3c(NCc4ccccn4)ncnc32)c1
  98, -12, 105, 97, -7, 98, 1, 99, 18, 100, 96
Cc1ccc2nc(C)/c(=N\O)c(C)nc2c1
  104, -46, 96, 101, 26, 101, -1, 104, -1, 101, 101

Continued; the last 3 above are carried over.
Results follow in this order: Rac1 wt GTP bind, Mcl1 Bid PPI, RGS8-Gao reg, Rac1 mut GTP, Pf gametocyte, Cdc42 wt GTP, Mcl-1 Bim block, HRas wt GTP bind, Mcl1 Noxa PPI, Rab7 wt GTP bind, Rab2 wt GTP
C/C=C1\C(OC2OC(CO)C(O)C(O)C2O)OC=C(C(=O)OC)C1CC(=O)OCC1C(C)C(OC(=O)CC2C(C(=O)OC)=COC(OC3OC(CO)C(O)C(O)C3O)/C2=C\C)CC1C(CO)CO (stereo not given)
  96, -14, 103, 95, ., 96, -3, 96, 7, 104, 97
Cc1cccc(-n2ncc3c(NCc4ccccn4)ncnc32)c1
  98, -12, 105, 97, -7, 98, 1, 99, 18, 100, 96
Cc1ccc2nc(C)/c(=N\O)c(C)nc2c1
  104, -46, 96, 101, 26, 101, -1, 104, -1, 101, 101
CCCn1c(=N)c(C(=O)NCC2CCCO2)cc2c(=O)n3cccc(C)c3nc21 (stereo not given)
  98, -2, 99, 95, 32, 98, 0, 97, 8, 97, 95
CCC(CC)C(=O)c1c[nH]c(C(=O)N2CCN(c3ccccc3F)CC2)c1
  98, -19, 98, 96, -14, 95, -2, 99, 8, 102, 99
CCOc1cccc2sc(=NC(=O)c3ccc(S(=O)(=O)N4CCOCC4)cc3)n(C)c12
  102, -8, 99, 100, ., 104, 0, 105, -73, 103, 106
COc1ccc(NC(=S)Nc2ccc(C)c(S(=O)(=O)N3CCCCC3)c2)cc1
  101, -62, 99, 95, ., 97, -2, 99, 11, 103, 98
COc1nc(Nc2ccc(C(C)C)cc2)nc(OC)n1
  109, -7, 102, 98, ., 103, 3, 104, 9, 104, 102
CCn1c(COc2cccc(OC)c2)nnc1SCC(=O)Nc1ccccc1C(=O)OC
  101, -7, 103, 98, ., 98, -2, 99, 1, 100, 98
O=C(OCc1cc([N+](=O)[O-])cc2c1OCOC2)c1ccccn1
  98, 15, 105, 98, -20, 99, 0, 99, 2, 97, 97
COc1cccc(OC)c1C(=O)N1CCN(S(=O)(=O)c2ccc(C)cc2)CC1
  107, -10, 101, 101, ., 106, -3, 101, -11, 99, 100
CCOCCCNC(=S)N1CCC(NC(=O)C23CC4CC(CC(C4)C2)C3)CC1
  99, -44, 99, 98, -5, 89, -1, 98, 10, 95, 98
Cc1nn(-c2ccccc2)c(C)c1/C=C/C(=O)OC(C)C(=O)Nc1ncc(Cl)cc1Cl (stereo not given)
  104, -7, 99, 99, ., 100, -8, 102, 20, 101, 99
c1ccc2nc(N3CCN(Cc4ccc5c(c4)OCO5)CC3)cnc2c1
  95, -5, 101, 93, -8, 101, -3, 95, 19, 97, 91
Cc1ccccc1NC(=O)Cn1cnc2c(oc3ccccc32)c1=O
  103, -9, 100, 100, -11, 101, 1, 101, 9, 100, 101
CC(NC(=O)Cc1c(F)cccc1Cl)C1CCCO1 (stereo not given)
  97, -13, 100, 96, ., 98, 3, 98, 1, 98, 96
O=C(Nc1cccs1)NC1CCCC1
  98, -16, 92, 96, ., 97, 0, 98, 20, 97, 97
OC(CNCCCCNCC(O)C(F)(F)F)C(F)(F)F (stereo not given)
  103, -25, 98, 96, -2, 97, 0, 98, 5, 94, 98
O=C(CCC(=O)OCc1ccc([N+](=O)[O-])cc1)Nc1ccc(F)cc1
  97, -24, 101, 95, 5, 98, 0, 96, -7, 98, 98
COC(=O)c1ccccc1NC(=O)Cn1c(-c2nonc2N)nc2ccccc21
  110, -19, 93, 102, ., 105, 1, 106, 24, 105, 102
FC(F)(F)c1cccc(NC(=S)NCC2COc3ccccc3O2)c1 (stereo not given)
  99, -40, 100, 94, -8, 94, -3, 96, 9, 92, 92
CS(=O)(=O)NCC(c1ccco1)N1CCN(c2ccc(F)cc2)CC1 (stereo not given)
  104, -20, 100, 102, -4, 103, -2, 103, 7, 99, 103
COc1cc(SC)ccc1C(=O)Nc1ccc2c(c1)OCO2
  91, -34, 98, 95, 13, 104, 0, 93, 15, 95, 93
CN1CCN(c2ccc([N+](=O)[O-])c(Sc3nc4ccccc4[nH]3)c2)CC1
  99, -23, 96, 94, ., 99, -1, 100, 5, 100, 100

Six entries drawn at random from those above:
Results follow in this order: Rac1 wt GTP bind, Mcl1 Bid PPI, RGS8-Gao reg, Rac1 mut GTP, Pf gametocyte, Cdc42 wt GTP, Mcl-1 Bim block, HRas wt GTP bind, Mcl1 Noxa PPI, Rab7 wt GTP bind, Rab2 wt GTP
CCOCCCNC(=S)N1CCC(NC(=O)C23CC4CC(CC(C4)C2)C3)CC1
  99, -44, 99, 98, -5, 89, -1, 98, 10, 95, 98
FC(F)(F)c1cccc(NC(=S)NCC2COc3ccccc3O2)c1 (stereo not given)
  99, -40, 100, 94, -8, 94, -3, 96, 9, 92, 92
O=C(Nc1cccs1)NC1CCCC1
  98, -16, 92, 96, ., 97, 0, 98, 20, 97, 97
CCC(CC)C(=O)c1c[nH]c(C(=O)N2CCN(c3ccccc3F)CC2)c1
  98, -19, 98, 96, -14, 95, -2, 99, 8, 102, 99
COC(=O)c1ccccc1NC(=O)Cn1c(-c2nonc2N)nc2ccccc21
  110, -19, 93, 102, ., 105, 1, 106, 24, 105, 102
O=C(CCC(=O)OCc1ccc([N+](=O)[O-])cc1)Nc1ccc(F)cc1
  97, -24, 101, 95, 5, 98, 0, 96, -7, 98, 98
